HIF activator – HIF pathway transcriptional activators, primary screen, cell-based, U2OS HRE-luciferase, luminescence. U2OS HRE-luciferase reporter; normalized: DMSO 0%, desferrioxamine 100%. actives 0.32% (n = 300,000). activation, % at 7.5 µM (by protocol);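 active = mean activation of at least 10% of the iron chelator positive control signal, with at least half of replicates also reaching 10%; inconclusive = mean and replicate majority disagree about reaching 10%; inactive = mean and most replicates under 10%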
aSyn UTR inh – MLPCN primary screen, SNCA 5' untranslated region; alpha-synuclein 5'UTR reporter, inhibitor activity; AID 1813, 2009; actives 0.82% (n = 300,000); inhibition, % (tested at 7.5 µM); in the data active = inhibition above about 60%; inconclusive = no clear call, values can overlap the other calls;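 note: H4 neuroglioblastoma cells stably carrying SNCA 5'UTR luciferase fusion; 0% = DMSO wells and 100% = positive control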
HSF-1 act – HSF-1 activators, primary screen, NIH3T3-HGL cells, MG132 stress, luminescence, single point | activation, % at 9 µM | NIH3T3-HGL HSF-1 luciferase reporter, 8 h; 100% = twice DMSO control signal | actives 1.7% (n = 300,000);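 active = mean replicate activation of at least 50% with a set share of replicates each reaching 50%; inconclusive = only one of those two conditions met; inactive = mean below 50% and too few replicates reaching it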;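 note: 0% = median of the neutral control wells and 100% = twice that signal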
GSK3A inh – blockers of GSK3A enzyme activity – biochemical, luminescence, cell-free homogeneous, HTS, primary screen | Glycogen synthase kinase-3 alpha (Homo sapiens), P49840 | GSK-3 alpha kinase, ADP-Glo luminescence, 60 min | inhibition, % at 10 µM | actives 0.1% (n = 320,000);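 in the data active = inhibition above about 50%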;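 note: GST-tagged GSK-3 alpha with peptide substrate and 25 µM ATP; 0% = DMSO neutral wells and 100% = GW8510 positive control wells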
Target sequence (P49840 whole entry, looked up): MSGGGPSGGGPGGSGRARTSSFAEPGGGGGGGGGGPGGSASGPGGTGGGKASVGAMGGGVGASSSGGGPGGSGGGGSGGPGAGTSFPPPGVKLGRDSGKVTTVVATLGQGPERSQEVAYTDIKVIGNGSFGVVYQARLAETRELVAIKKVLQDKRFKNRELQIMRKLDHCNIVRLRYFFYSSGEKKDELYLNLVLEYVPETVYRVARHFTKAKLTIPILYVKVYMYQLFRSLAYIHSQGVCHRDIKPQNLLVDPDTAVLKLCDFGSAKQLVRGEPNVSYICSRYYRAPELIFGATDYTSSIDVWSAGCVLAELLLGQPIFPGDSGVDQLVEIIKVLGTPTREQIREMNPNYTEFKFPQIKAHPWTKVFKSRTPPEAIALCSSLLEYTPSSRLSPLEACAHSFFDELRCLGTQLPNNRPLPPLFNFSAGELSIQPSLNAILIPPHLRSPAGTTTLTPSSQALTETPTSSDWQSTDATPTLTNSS
AI-2 QS modul – Vibrio harveyi AI-2 quorum sensing modulators, primary screen, JMH597 strain, luminescence/OD600 ratio; Vibrio harveyi JMH597 AI-2 luminescence/OD600 ratio, 9 h; active compounds read low; strain lacks LuxN and CqsS sensors; 0 = neutral-control median; activity change, % at 7.5 µM; actives 0.4% (n = 300,000); AID 2094, 2009; in the data active = activity change below about -75%, passing the limit was not always enough; inconclusive = no clear call, values can overlap the other calls;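 note: luminescence divided by OD600 gain over 9 h not by final OD600 alone; inactives centre near 13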
HSP90 inh – HSP90 inhibitors, primary screen, cell lysate, luminescence | Heat shock protein HSP 90 (rabbit reticulocyte lysate; luciferase refolding) | Rabbit reticulocyte lysate, luciferase refolding luminescence, 3 h | inhibition, % at 5.6 µM | actives 0.91% (n = 290,000) | AID 1789, 2009;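 active = inhibition above the screen-wide mean plus 3 SD, computed separately per campaign, cut at about 16% in these data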;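 note: 0% = DMSO wells and 100% = 60 µM geldanamycin wells; inhibitors lower the luminescence because luciferase stays unfolded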
HSF1 inh – HSF1 inhibitors in luciferase reporter cells, primary screen, cell-based, NIH3T3, luminescence; NIH3T3-HGL HSE-luciferase, MG132-induced, luminescence 8 h; active compounds read low; activity change, negative = inhibition, % at 7.5 µM (by protocol); actives 0.77% (n = 300,000); AID 2098, 2009;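 active = more than half of replicate wells show activity change below -50%, luminescence cut by over half; inconclusive = some wells, but at most half, below -50%; inactive = no replicate well below -50%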;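 note: luciferase reports HSF-1 transcriptional activity via heat shock element; 0% = median of DMSO wells and -100% = zero luminescence signal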
GSK3B inh – human GSK3beta kinase inhibitors, primary screen, biochemical, cell-free homogeneous, HTS. actives 0.038% (n = 300,000). GST-GSK3beta kinase, ADP-Glo luminescence, 60 min; active compounds read low. activity score (negative = inhibition), % at 10 µM. AID 2097, 2009. Glycogen synthase kinase-3 beta (Homo sapiens), P49841;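 active = more than half of replicate wells score below -50%, meaning over 50% inhibition versus plate controls; inconclusive = some replicates but at most half score below -50%; inactive = no replicate scores below -50%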;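 note: 0% = median DMSO wells and -100% = median GW8510 positive control wells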
Target sequence (P49841 whole entry, looked up): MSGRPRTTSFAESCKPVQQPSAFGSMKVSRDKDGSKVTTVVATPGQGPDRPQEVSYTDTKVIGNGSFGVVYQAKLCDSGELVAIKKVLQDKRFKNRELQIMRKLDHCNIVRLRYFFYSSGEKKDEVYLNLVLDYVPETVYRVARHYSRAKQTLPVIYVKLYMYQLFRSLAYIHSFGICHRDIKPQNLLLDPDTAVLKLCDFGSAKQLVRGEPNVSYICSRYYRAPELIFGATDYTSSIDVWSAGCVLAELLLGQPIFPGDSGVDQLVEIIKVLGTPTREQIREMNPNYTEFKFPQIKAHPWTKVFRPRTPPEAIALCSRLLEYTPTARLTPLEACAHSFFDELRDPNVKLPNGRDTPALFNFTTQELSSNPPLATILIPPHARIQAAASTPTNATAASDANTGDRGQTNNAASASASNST
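Test system: GST-tagged human GSK3beta kinase, cell-free; evaluation: activity score scaled between in-plate DMSO and GW8510 controls; measured by: ADP-Glo luminescence; incubation: 60 min reaction, RT; benchmarks: DMSO and 20 µM GW8510; reagent: peptide substrate plus 25 µM ATP (final); medium: Tris/MgCl2 kinase buffer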
KLF5 inh – KLF5 expression inhibitors, primary screen, DLD-1 cells, luminescence. actives 0.23% (n = 290,000). DLD-1 KLF5 promoter-luciferase reporter. inhibition, % at 5 µM;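 active = inhibition above a per-plate limit of that plate's mean compound inhibition plus 3 SD, cut at about 60% in these data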;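 note: 0% = DMSO wells and 100% = LY294002 at 200 µM; higher means less KLF5 promoter-driven luciferase light; inactives centre near -14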
IEC-6 cytotox – cytotoxicity in IEC-6 intestinal epithelial cells, primary screen, cytotoxicity control for KLF5 inhibitor project, cell-based, luminescence | AID 1825, 2009 | IEC-6 cytotoxicity, luminescence viability | actives 0.78% (n = 290,000) | inhibition, % at 5 µM; in the data active = inhibition above about 22%;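 note: 0% = plate median of test compound wells and 100% = cytotoxic reference compound wells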
An asterisk follows results filed as active; ? = inconclusive; / = not tested or not shown.

SMILES	HIF activator	aSyn UTR inh	HSF-1 act	GSK3A inh	AI-2 QS modul	HSP90 inh	HSF1 inh	GSK3B inh	KLF5 inh	IEC-6 cytotox
CCOC(=O)C1CCN(c2cc3c(cc2NC(=O)c2ccccc2Cl)n(C)c(=O)n3C)CC1	-0.7	4	-3	0	9	-3	2	/	-33	-2
O=C(NCC(=O)N(c1ccc(F)cc1)C(C(=O)NC1CCCCC1)c1ccncc1)c1ccco1 (centres undefined)	0.7	-3	4	-3	21	-3	1	2	-16	-6
CCN(Cc1ccncc1)Cc1ccc(OC)c(OC)c1	-18	-1	-43	6	0	0	-26	-2	-24	5
Cc1ccc(S(=O)(=O)N2CCN(C(=O)COC(=O)CCOc3ccc(C(C)(C)C)cc3)CC2)cc1	-0.4	7	-2	-1	-11	/	-4	3	/	/
COC(=O)c1c(C)[nH]c(C(=O)OCC(=O)N2c3ccccc3NC(=O)C2(C)C)c1C	-0.3	-26	12	0	-1	-1	12	-2	-10	0
Cc1cccc(N=C2NC(=O)/C(=C/C=C/c3ccco3)S2)c1	-0.2	-35	-3	-3	21	2	9	-6	4	-9
CCCc1ccc(C(=O)Cn2nc(C(=O)O)c3ccccc3c2=O)cc1	1.0	2	-7	-3	-38	3	6	-15	6	1
Cc1ccc(CCNC(=O)C2CC(c3ccc(C(F)(F)F)cc3)=NO2)cc1 (centres undefined)	0.6	5	-1	-2	19	/	5	1	/	/
COc1ccc(CCNC(=O)Cc2nn(C)c(=O)c3ccccc23)cc1OC	-0.3	7	-55	0	17	-2	-44	1	4	6
CCOC(=O)C1(Cc2cccc(Cl)c2)CCCN(C(=O)c2cn[nH]c2)C1 (centres undefined)	-0.3	8	5	1	17	5	3	0	-16	-4
O=S(=O)(c1cccc(F)c1)N1CCN(C(=S)NCc2ccccc2)CC1	-0.7	8	17	-1	23	1	5	-3	-13	-1
O=c1cc(NC2CCCCCC2)[nH]c(=O)[nH]1	-0.3	20	42	0	36	0	6	4	-9	0
N#Cc1sc2nc(-c3cccs3)cc(-c3ccc(F)cc3)c2c1N	0.5	-37	17	-5	23	1	7	2	1	-13
Cc1ccc(CNS(=O)(=O)c2c(C)[nH]c(=O)[nH]c2=O)cc1	-0.4	-18	3	-4	2	-3	0	-26	-30	0
COc1cccc(/C=N/NC(=O)C(=O)NCc2cccnc2)c1	0.1	12	-3	-3	26	4	9	-2	-19	2
Cc1nn(C)c(C(=O)NC(=S)Nc2ccccc2O)c1Cl	-0.6	16	9	-1	19	-2	2	1	6	-3
Cc1cc(NC(=O)COC(=O)c2cccc(S(=O)(=O)N3CCOCC3)c2)no1	-0.3	-45	7	1	23	3	7	-16	-23	-8
CCc1ccc(OCc2nnc(SCCN3CCOCC3)n2C)cc1	0.5	12	13	1	19	-1	1	0	-22	-3
N#Cc1c(-c2cccs2)cc(C2CC2)nc1SCC(N)=O	-0.3	32	-26	-1	-4	0	-10	0	-33	-6
COCCN(C(=O)COC(=O)Cc1cccc(OC)c1)c1c(N)n(CC(C)C)c(=O)[nH]c1=O	0.0	16	7	-3	28	/	-2	-3	/	/
c1ccc2c(N3CCOCC3)nc(-c3ccncc3)nc2c1	0.2	46	-25	-2	-7	4	-14	-11	-27	3
Cn1c(CC(=O)Nc2ccccc2)nnc1SCC(=O)c1ccccc1	-0.3	-4	38	-2	31	1	20	-1	-35	4
CN(C)/C=C/C(=O)c1cc(F)cc(C(F)(F)F)c1	-0.3	6	4	/	18	1	7	2	-20	0
COc1cc(C)ccc1S(=O)(=O)NC1CC(C)(C)NC(C)(C)C1	-2.1	8	-9	1	/	-1	-1	/	-34	-2
O=C(Nc1ccc(C(=O)NC2CCCCC2)cc1)c1cccnc1	-0.3	15	1	-1	-3	5	-5	0	4	-1
O=C(N/N=C1\SCC(=O)N1CCc1ccccc1)c1cccs1	0.0	6	12	5	7	6	16	-2	-20	7
CCOC(=O)c1c(C)[nH]c(C)c1S(=O)(=O)N(C)CC(=O)NCc1cccc(C)c1	-0.4	7	0	-2	10	-1	-1	1	-9	-1
O=C(COc1ccc(Cl)cc1)N1CCN(c2ncccn2)CC1	-0.1	18	-2	-1	18	1	-1	-4	-32	2
O=[N+]([O-])c1cc(/C=N/n2cnnc2)ccc1N1CCCC1	0.1	65*	-4	3	8	-1	3	3	2	1
COc1ccc(S(=O)(=O)NCC2CCCN(C(=O)c3cccs3)C2)cc1 (centres undefined)	0.4	-16	6	-1	24	0	-5	-2	-11	-7
CCOc1ccc(C2C(C#N)=C(N)N(N(C)C)C3=C2C(=O)CC(C)(C)C3)cc1 (centres undefined)	1.1	-10	0	1	6	2	-4	2	-9	4
O=C1Nc2ccccc2S/C1=C\C(=O)N1CCCC1	1.4	-140	26	1	13	2	18	0	0	8
COc1ccc(/C(N)=N/OC(=O)c2ccc(C)c([N+](=O)[O-])c2)cc1OC	-0.4	-126	18	-4	-17	-5	-3	4	-24	-8
Cc1ccc(NC(=O)c2cccc3c2C(=O)N(C2CCCCC2)C3)cc1	0.0	20	-9	0	11	0	-8	-1	23	3
COc1cc(/C=N/NC(=O)c2ccccn2)ccc1OC(=O)c1ccccc1Br	1.8	-49	20	-1	5	-6	12	-1	-76	-7
COc1ccc(C2C(C#N)=C(N)OC3=C2C(=O)CC(C)(C)C3)c(OC)c1OC (centres undefined)	-0.2	6	5	0	18	0	0	-1	-26	3
Cc1ccc(C(=O)Cn2c(N3CCOCC3)nc3c2c(=O)n(C)c(=O)n3C)cc1	0.2	17	-6	-1	4	7	-1	0	2	2
CCn1c(C)nc2cc(C(=O)NNC(=S)Nc3ccc(F)cc3)ccc21	2.0	-126	14	-4	40	-5	0	2	-134	-7
CCNC(=S)N1CCN(c2ccccc2OCC)CC1	-0.3	-12	32	0	24	-1	2	-6	-45	4
N#CC(Cc1ccc(OC(F)F)cc1)c1nc2ccccc2[nH]1 (centres undefined)	3.7	-157	59*	-4	16	6	21	0	-59	10
CCOc1ccc2ccccc2c1/C=N/NC(=O)CNC(=O)c1ccccc1F	0.2	-1	4	-2	14	4	12	-3	-31	2
O=Cc1ccc(-c2nc3ccccc3s2)o1	0.9	-98	63*	0	21	13	36	-1	-138	-2
Fc1ccc(NC(=S)N2CCSC2c2cccs2)cc1 (centres undefined)	-0.3	-3	4	-1	7	2	2	-3	-34	-2
C[C@@H]1CCC[C@@]2(O[C@@H](CCO)C[C@@H](O)[C@@H]2O)O1	-1.7	6	34	-28	18	/	12	-1	/	/
Cc1cc(C)n2nc(C(=O)NCc3ccccc3)cc2n1	-0.2	22	1	0	3	-3	-10	1	-24	0
CC(NC(=O)c1ccccc1)C(=O)N/N=C/c1ccccc1 (centres undefined)	-0.2	-16	4	5	21	0	-2	0	-9	-5
O=C(NC1CCCCC1)NC1CC2CCCC(C1)N2C1CCCC1 (centres undefined)	-0.2	24	5	-3	45	-4	-6	1	-19	-4
O=S(=O)(NC(=S)c1ccccc1)c1ccccc1	-0.5	25	9	-1	19	/	4	-1	/	/
CCOC(=O)c1c(NC(=O)CSc2ncccn2)sc2c1CCN(Cc1ccccc1)C2	-0.4	-11	38	/	43	11	12	2	18	4
Cn1c(N)c(C(=O)COC(=O)CSc2ccc(Cl)cc2)c(=O)n(C)c1=O	-0.1	-5	20	3	36	1	-4	1	1	1

Continuation:
SMILES	HIF activator	aSyn UTR inh	HSF-1 act	GSK3A inh	AI-2 QS modul	HSP90 inh	HSF1 inh	GSK3B inh	KLF5 inh	IEC-6 cytotox
CN(CC(=O)Nc1ccc(Cl)c(C(F)(F)F)c1)C(=O)C1CCC1	-0.2	3	4	0	?	/	3	1	/	/
CCCC(=O)NC(C)C(c1cccs1)N1CCN(C)CC1 (centres undefined)	0.0	3	11	1	7	2	4	-2	-28	-2
O=[N+]([O-])c1ccc(NNC(=S)Nc2ccc(F)cc2)cc1	/	-157	20	-2	8	-1	0	0	0	-2
CCn1c2ccccc2c2cc(NC(=O)c3ccc(=O)oc3)ccc21	-28	-12	14	-2	-30	4	-1	-2	7	3
CC1=C(C(=O)OCCOC(C)C)C(c2cc3c(cc2Br)OCO3)CC(=O)N1 (centres undefined)	-0.5	14	10	0	30	5	-1	-2	-24	2
Cc1cccc(-c2n[nH]c(=S)n2/N=C/c2cccs2)c1	0.1	2	11	5	0	5	-3	-2	-15	2
CCCC(=O)c1ccc(N2CCN(C(=O)c3ccccc3)CC2)c(F)c1	/	/	/	-2	11	0	/	2	-16	1
CC(NC(=O)/C(C#N)=C/c1ccc([N+](=O)[O-])o1)c1ccccc1 (centres undefined)	-3.3	-54	-66	0	?	15	-62*	1	3	48*
COc1cccc(N2CCN(C(=O)CCc3nnc4ccc(N5CCOCC5)nn34)CC2)c1	-0.3	-5	-1	1	21	0	1	2	-19	-9
Cc1cc(C)nc(SCc2ccc(Cl)cc2)n1	-0.6	0	17	-1	16	1	-1	2	1	-2
CCOC1=CC(=O)N(Cc2ccccc2)C1	-0.2	6	-10	-2	7	/	-8	1	/	/
c1ccc(COc2nsnc2N2CCOCC2)cc1	-0.4	16	3	-2	-13	2	-2	-2	1	2
CCNc1cccc2c1C(=O)N(C)C2=O	-0.3	9	-10	0	23	-5	-5	-1	-9	1
Cn1cc(CC(=O)N2CCN(c3ccccc3F)CC2)c2ccccc21	0.1	7	19	0	4	1	9	-7	-6	-3
CCC(NC(=O)C1C2C=CC(C2)C1C(=O)O)c1ccc(C)cc1 (centres undefined)	-14	-5	24	4	32	-1	3	-8	0	4
CCOc1ccc(CNC(=O)Cn2c(=O)c3cccn3c3ccccc32)cc1	-0.2	-15	5	-2	16	-3	-2	-5	-26	4
CCCCn1c(-c2ccco2)n[nH]c1=S	-0.2	-7	-11	-1	3	-1	-3	0	-15	0
CCN(CC)C(=O)c1cc2c(=O)n3cccc(C)c3nc2s1	1.1	-20	2	-1	28	-5	1	-1	-28	-12
COc1ccc(NC(=O)NCCCN2CCCC2=O)cc1	0.6	1	-31	/	11	-8	-16	-3	-14	-5
CC(C)(C)/C(O)=C/c1nc2ccccc2[nH]c1=O	-0.1	4	33	0	8	-3	-2	-5	-17	2
CCN(CC)CCOc1ccccc1OC	0.5	-2	-10	-1	21	-1	-5	-3	-1	1

High-throughput results from PubChem BioAssay.
